Screening results as filed in PubChem.
Apaf1 inhib = inhibitors of human Apaf-1 apoptosome | O14727 | reconstituted apoptosome caspase-3 activity, DEVD-Rh110 fluorescence | inhibition, % at 20 µM | hit rate 0.71% among 330,000; active = inhibition of at least 40% at 20 µM;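 note: plate controls were DMSO wells for no effect and DEVD-CHO caspase inhibitor wells for full effect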
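Assay system: Apoptosome proteins | Medium: pH 7.5 Hepes buffer with CHAPS, BSA, DTT | Also added: Cytochrome c and DEVD-Rh110 substrate | Times: 30 min plus 50 min, RT | Detection: Rhodamine 110 fluorescence at Ex 480/Em 540 nm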
SENP6 inh = blocks the human protease SENP6; Q9GZR1; Recombinant SENP6 catalytic domain, aminoluciferin luminescence; inhibition, % at 10 µM; hit rate 1.8% among 330,000;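 active = inhibition above about 50% at the single tested dose, limit read from the data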;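 note: plate controls were DMSO wells with enzyme for no effect and DMSO wells lacking enzyme for full effect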
Target sequence (Q9GZR1 628-1112 limits assumed): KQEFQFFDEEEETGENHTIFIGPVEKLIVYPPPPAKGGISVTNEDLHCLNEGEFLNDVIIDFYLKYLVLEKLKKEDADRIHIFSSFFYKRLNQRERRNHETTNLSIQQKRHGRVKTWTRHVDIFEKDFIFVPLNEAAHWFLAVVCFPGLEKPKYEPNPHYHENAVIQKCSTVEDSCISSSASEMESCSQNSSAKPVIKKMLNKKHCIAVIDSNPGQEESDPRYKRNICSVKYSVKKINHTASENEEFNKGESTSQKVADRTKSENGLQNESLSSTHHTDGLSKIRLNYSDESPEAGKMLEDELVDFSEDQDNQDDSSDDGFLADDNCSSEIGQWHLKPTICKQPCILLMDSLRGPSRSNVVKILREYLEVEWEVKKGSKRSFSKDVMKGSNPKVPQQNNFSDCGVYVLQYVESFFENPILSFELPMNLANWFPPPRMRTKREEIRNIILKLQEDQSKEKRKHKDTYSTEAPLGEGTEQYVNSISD
PfG6PD inh = PfG6PD (Plasmodium falciparum) enzyme inhibition. PfGluPho enzyme, NADPH resazurin-diaphorase fluorescence. hit rate 0.78% among 350,000. AID 504690. inhibition, % at 20 µM;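 active = inhibition reaching at least a set limit at 20 µM in the primary screen, cut at about 59% in these data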;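 note: 0% = DMSO wells with substrate and 100% = DMSO wells lacking glucose-6-phosphate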
SENP8 block-1 = blocks human SENP8 cleavage of Nedd8 substrate; AID 602440; recombinant SENP8, Nedd8 substrate fluorescence; Q96LD8; hit rate 0.64% among 360,000; inhibition, % at 20 µM; in the data active = inhibition mostly above about 40%, no sharp cut-off; inactive = mostly below about 27%
Target sequence (Q96LD8 whole entry, looked up): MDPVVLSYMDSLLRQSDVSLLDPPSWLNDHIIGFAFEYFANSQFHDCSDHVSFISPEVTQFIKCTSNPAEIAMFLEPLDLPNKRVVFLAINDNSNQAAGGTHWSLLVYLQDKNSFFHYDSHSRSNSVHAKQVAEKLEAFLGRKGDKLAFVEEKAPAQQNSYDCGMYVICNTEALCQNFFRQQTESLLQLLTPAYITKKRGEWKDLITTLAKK
SENP8 block-2 = blocks the human protease SENP8 | Q96LD8 | inhibition, % at 10 µM | purified SENP8, Z-RLRGG-aminoluciferin cleavage, luminescence | hit rate 1.2% among 330,000 | AID 2540; in the data active = inhibition above about 50%
SENP1 FRET inh = blocks the human SENP1 SUMO protease catalytic domain | Q9P0U3 | hit rate 0.21% among 360,000 | inhibition, % at 10 µM | recombinant SENP1 catalytic domain, CyPet-SUMO1-YPet FRET cleavage | AID 624204;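 active = inhibition at least 30% at 10 µM, raw YFP signal under a set limit, fluorescence ratio 0.5 to 1.5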;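 note: 0% = enzyme with DMSO and 100% = no enzyme wells; some results filed as inactive read as strong as hits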
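Test system: human SENP1 catalytic domain; medium: Tris pH 8 buffer plus EDTA, NaCl, BME, BSA, NP40, catalase; incubation: 50 min reaction at room temperature; technique: FRET, CFP and YFP emission; controls: no-enzyme low control and enzyme-plus-DMSO high control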
HKDC1 inh = blocks human hexokinase HKDC1 activity | recombinant HKDC1, G6PDH/diaphorase resazurin coupled fluorescence | inhibition, % at 20 µM | hit rate 0.16% among 340,000 | Q2TB90;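 active = inhibition above about 35% when tested at 20 µM, limit read from the data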;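 note: plate controls were DMSO wells with enzyme for no effect and DMSO wells lacking enzyme for full effect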
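Material – in-house recombinant HK5 (HKDC1) enzyme · Quantity – HKDC1 at 5 µg/mL · Buffer or medium – pH 8.0 Tris buffer with 10 mM MgCl2 · Reagent – glucose with 1 mM ATP · Dosing – single 20 µM dose · Times – reaction time 90 min, room temperature, protected from light · Technique – resorufin fluorescence at 613 nm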
SENP7 block = blocks the human protease SENP7 | recombinant SENP7, Z-RLRGG-aminoluciferin luminescence, 40 min | hit rate 1.5% among 330,000 | inhibition, % at 5 µM | AID 434973;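 active = inhibition above about 50% at the single test dose, limit read from the data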;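 note: plate controls were DMSO with enzyme for no effect and no enzyme buffer wells for full effect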
Target sequence (Q9BQF6 706-1050 limits assumed): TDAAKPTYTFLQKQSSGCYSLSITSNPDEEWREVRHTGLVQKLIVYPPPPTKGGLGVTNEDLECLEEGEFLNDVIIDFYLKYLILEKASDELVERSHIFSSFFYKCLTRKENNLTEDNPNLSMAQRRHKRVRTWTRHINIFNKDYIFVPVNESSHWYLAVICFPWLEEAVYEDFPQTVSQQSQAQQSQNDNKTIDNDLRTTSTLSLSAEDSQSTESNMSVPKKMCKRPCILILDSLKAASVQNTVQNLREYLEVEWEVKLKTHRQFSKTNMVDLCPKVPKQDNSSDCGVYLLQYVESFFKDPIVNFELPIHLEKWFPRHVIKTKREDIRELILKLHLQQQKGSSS
* hit, by the source's call; . = no result given.

Screens in order – Apaf1 inhib	SENP6 inh	PfG6PD inh	SENP8 block-1	SENP8 block-2	SENP1 FRET inh	HKDC1 inh	SENP7 block
O=C(O)C(Cc1ccccc1)N1CCS(=O)(=O)CC1 (stereo not drawn)
 : 1	5	1	-2	-4	3	-4	4
COc1ccc(C(=O)OCN2C(=O)c3ccccc3C2=O)cc1
 : 7	-1	6	5	-3	6	-8	2
N#C/C(=C\c1ccco1)C(=O)NCc1ccccc1
 : 5	-15	4	22	-2	1	-10	-8
COc1cc(OC)c2ccc(=O)oc2c1C(CCN1CCCCC1)c1ccc(N(C)C)cc1 (stereo not drawn)
 : 12	-18	9	-39	-13	-1	-5	-14
Cc1sc(/N=C/c2c(O)ccc3ccccc23)c(C#N)c1C
 : 3	-14	.	.	1	.	.	1
CC(=NCCN1CCNCC1)C1=C(O)CC(C)(C)CC1=O
 : -17	7	-12	20	-2	-1	0	4
COc1ccc(C(C)NC(=O)C2C(=O)NC3(C)CC2c2ccccc2O3)cc1 (stereo not drawn)
 : 2	14	-13	14	4	1	-5	1
O=C(CCn1cccc1)Nc1cccc(F)c1
 : -7	15	-2	5	1	2	-7	-1
CC1=CC(C)(C)N2C(=O)C3(C(C#N)=C(N)OC4=C3C(=O)CC(C)(C)C4)c3cccc1c32 (stereo not drawn)
 : 9	-7	.	.	0	.	.	1
COc1ccc(CNCC(O)(c2ccccc2)c2ccccc2)cc1OC
 : 2	17	-2	13	-3	0	-12	2
Cc1ccc(CCN2C(=O)c3ccccc3C2C(=O)NCc2cccnc2)cc1 (stereo not drawn)
 : 0	13	-1	18	0	1	0	7
O=C(Nc1ccc2c(c1)OCCO2)C1CCCN1S(=O)(=O)c1cccc2cccnc12 (stereo not drawn)
 : -6	1	-6	1	8	-1	12	-10
Cc1cccc(Cn2c(N3CCN(c4ccccc4)CC3)nc3c2c(=O)n(C)c(=O)n3C)c1
 : 26	-19	8	14	3	-1	6	4
Cc1ccc(N(CC(=O)NC2CCCCC2)C(=O)Cn2nnc(-c3ccc(C)o3)n2)cc1
 : 2	10	2	17	7	1	-1	-3
CC(=O)c1c(C)n(CC(=O)NCc2ccco2)c2ccccc12
 : -4	0	-20	20	-4	-1	-4	7
CCOC(=O)C1(Cc2ccccc2)CCN(Cc2cccn2-c2nccs2)CC1
 : -15	7	2	26	5	2	-6	0
CC(C)(C)c1ccc(NC(=O)CC2(C(F)(F)F)OCCO2)cc1
 : -9	-4	4	3	-8	1	6	6
CCOC(=O)[C@H]1[C@H]2COc3ccc(Br)cc3[C@@H]2N2C(=O)c3cc(OC)c(OC)cc3NC(=O)[C@@]12C
 : 32	-16	4	8	-10	-5	-2	10
CCCCc1ccc(Nc2nc(N3CCOCC3)nc(N3CCOCC3)n2)cc1
 : 17	13	26	-4	2	1	1	3
CCOc1ccc(CCN2C(=O)C(=O)N([C@@H](Cc3ccc(O)cc3)CN3CCC[C@@H]3CN3C(=O)C(=O)NC[C@@H]3Cc3ccccc3)C[C@@H]2Cc2ccccc2)cc1
 : .	.	30	11	.	2	8	.

Overlap with the part before: two entries; new compounds follow.
Screens in order – Apaf1 inhib	SENP6 inh	PfG6PD inh	SENP8 block-1	SENP8 block-2	SENP1 FRET inh	HKDC1 inh	SENP7 block
CCCCc1ccc(Nc2nc(N3CCOCC3)nc(N3CCOCC3)n2)cc1
 : 17	13	26	-4	2	1	1	3
CCOc1ccc(CCN2C(=O)C(=O)N([C@@H](Cc3ccc(O)cc3)CN3CCC[C@@H]3CN3C(=O)C(=O)NC[C@@H]3Cc3ccccc3)C[C@@H]2Cc2ccccc2)cc1
 : .	.	30	11	.	2	8	.
CC(=O)Nc1ccc(S(=O)(=O)NNc2cccc(C)c2)cc1
 : 2	9	76*	20	0	1	-2	8
COc1ccc(-n2c(=O)c3ccccc3c3ccccc3c2=O)c(OC)c1
 : 3	0	10	16	0	0	-6	4
CN1C(=O)c2ccc(NC(=O)CSc3ccccc3)cc2C1=O
 : 3	18	6	-65	3	1	-2	6
Cc1ccc(NC(=S)N(C)Cc2cn(C)c3ccccc23)cc1
 : -4	-7	4	10	5	-1	-6	-1
O=C1NN(c2ccccc2)C(=O)/C1=C/c1coc2ccccc2c1=O
 : 10	-14	-4	-21	-6	-57	11	-2
Cc1cc2c(N3CCCCC3C)ncnc2s1 (stereo not drawn)
 : -3	-1	13	3	5	-3	-5	1
CC(CC(=O)N1CCN(S(=O)(=O)c2ccccc2)CC1)n1cncn1 (stereo not drawn)
 : 0	-7	-2	8	6	-1	-7	4
Cc1cccc(N(C)S(=O)(=O)c2c(C)[nH]c(C)c2C(=O)N2CCCC2)c1
 : 0	7	-9	24	17	1	-4	-6
COc1c2ccc(OCC/C(C)=C/C(=O)C=C(C)C)cc2nc2occc12
 : 20	-5	9	-161	-6	-16	5	10
O=C(CCC(=O)c1ccccc1)Nc1cccnc1
 : 0	-20	10	21	-9	0	-4	-6
Cc1ccc(Sc2ccc(CN3CCCCC3)cc2[N+](=O)[O-])cc1
 : 13	0	-6	21	-5	0	-4	7
CCC1(c2ccc(Cl)cc2)NC(=S)N(c2ccc(C)c(C)c2)N1 (stereo not drawn)
 : 2	5	14	4	0	1	3	-1
CC(C)C(=O)Nc1ccc2c(c1)nc1n2CCSC1
 : -1	-7	0	-15	-2	-28	-5	-3
CCOc1ccccc1CN1CCN(CCCc2ccccc2)CC1CCO (stereo not drawn)
 : -2	2	-3	13	-3	3	-6	-3
CN(CC(=O)Nc1cccc(F)c1)C(=O)c1sc2ccccc2c1Cl
 : 57*	10	9	8	2	-3	3	6
COc1ccc(Nc2ncnc3c2c(C)c(C)n3CCO)cc1
 : 2	-4	-10	-7	-5	-2	-6	-1
CN1CCN(C(=O)c2cnn(-c3ccccc3)c2NC(=O)c2ccccc2)CC1
 : -15	4	-1	12	8	1	4	-2
CN(c1nc2ccccc2n2c(C3CC3)nnc12)S(=O)(=O)c1ccccc1
 : -2	1	-21	14	-5	2	-3	-5
COc1ccc(OC)c(/C=C2\SC(=S)N(NS(=O)(=O)c3ccccc3)C2=O)c1
 : 14	19	-35	14	7	11	3	5
CCC(C(=O)NCCc1ccc(S(N)(=O)=O)cc1)c1ccccc1 (stereo not drawn)
 : -6	-20	-14	9	-7	2	-7	4

Copied from the list.
COc1ccc(Nc2ncnc3c2c(C)c(C)n3CCO)cc1 | HKDC1 inh = -6
CCC1(c2ccc(Cl)cc2)NC(=S)N(c2ccc(C)c(C)c2)N1 (stereo not drawn) | SENP8 block-1 = 4

Going on with the list.
Screens in order – Apaf1 inhib	SENP6 inh	PfG6PD inh	SENP8 block-1	SENP8 block-2	SENP1 FRET inh	HKDC1 inh	SENP7 block
FC(F)C(F)(F)c1cc(-c2ccccc2)n[nH]1
 : -18	-10	14	18	-1	1	-4	0
COc1cccc(NC(=O)C(Sc2nnc(-c3ccncc3)n2-c2ccc(Cl)cc2)c2ccccc2)c1 (stereo not drawn)
 : 25	-4	16	7	-2	1	0	-3
Cn1cnc2cc(NS(=O)(=O)c3ccc(Br)cc3)ccc21
 : -14	-8	-10	23	-6	0	-2	8
CC1(C)C(=O)Nc2ccccc2N1C(=O)COC(=O)CNS(=O)(=O)c1ccc(Br)cc1Cl
 : .	.	0	6	.	1	-4	.
COc1ccc(OCC(=O)N/N=C2\CCc3ccccc32)cc1
 : -8	-2	-2	17	0	0	-3	1
C/C(=N\NC(=O)CC#N)C1COc2ccccc2O1 (stereo not drawn)
 : 11	2	13	13	-4	-10	2	-8
Cc1ccc(CN2C(=O)COc3cc(NS(C)(=O)=O)ccc32)cc1
 : .	.	9	12	.	1	-2	.
CCCCCCCCCCCC(=O)NC1CCS(=O)(=O)C1 (stereo not drawn)
 : 6	1	4	17	3	2	1	0
COc1cc(C(c2oc(CO)cc(=O)c2O)c2oc(CO)cc(=O)c2O)cc(OC)c1OC
 : 6	-30	-20	5	-16	1	-13	-7
O=C(N/N=C/c1ccccc1Cl)c1n[nH]c2c1CCCC2
 : 4	69*	8	11	86*	0	-9	98*
CC(=O)Nc1ccc(S(=O)(=O)N(C)CC(=O)NNc2c(F)c(F)cc(F)c2F)cc1
 : 4	13	3	15	7	2	-1	15
Nc1nc(SCC(=O)Nc2ccccc2Sc2ccc(Cl)cc2)n[nH]1
 : 14	-11	110*	11	-5	-3	1	-1
CCOC(=O)CC1=C(C#N)C(c2cccnc2)C(C(=O)OCC)=C(N)O1 (stereo not drawn)
 : -4	-1	-22	-13	0	-11	5	-5
CC(C)CN(CC(C)C)S(=O)(=O)N1CCC(C(=O)NCc2ccc(F)cc2)CC1
 : 6	-10	-1	15	-14	0	-2	10
O=C1CN(O)C=C2N=c3ccccc3=C2N1c1ccc([N+](=O)[O-])cc1
 : -8	0	-2	25	-2	2	0	0
CC(OC(=O)c1ccc([N+](=O)[O-])o1)C(=O)Nc1nc(-c2ccc(F)c(F)c2)cs1 (stereo not drawn)
 : 32	18	18	12	13	1	5	21
CCC12CN(C(=O)c3ccc(OC)cc3)CC(CC)(CN(C(=O)c3ccc(OC)cc3)C1)C2=O
 : 0	0	-13	-204	-1	2	-5	-1
CNC(=O)C1C(=S)NC(N)=C(C#N)C1c1ccccc1 (stereo not drawn)
 : 2	1	42	5	-2	0	2	3
Cc1ccccc1COC(=O)CNC(=O)c1sc2ccccc2c1Cl
 : 3	-19	19	-4	-12	0	2	-4
COc1ccc(/C=N/Nc2ccccc2C(=O)O)cc1Cn1cc([N+](=O)[O-])cn1
 : -2	-19	-15	-1	-5	-6	3	4
COc1cc(CNc2ccc3[nH]c(=O)[nH]c3c2)cc(Br)c1OCc1ccccc1F
 : 5	-16	17	-111	2	-1	-4	0
O=C1Nc2ccc([N+](=O)[O-])cc2C1(O)N1CCCCC1 (stereo not drawn)
 : -24	2	-2	20	-8	-1	-1	-7
COc1ccc2[nH]c3c(=O)n(CCN4CCOCC4)cnc3c2c1
 : -20	-10	21	-436	-9	0	0	4
COc1ccc(N2CCN(S(=O)(=O)c3ccc(-c4cnc(C5CC5)o4)cc3)CC2)cc1
 : 14	7	-5	2	9	0	0	3
C[C@@H]1COC(=O)[C@H](NC(=O)OCC2c3ccccc3-c3ccccc32)C/C=C\C[C@@H](CC(=O)N(CCO)Cc2ccccc2)C(=O)N1
 : 23	15	1	1	2	-7	-2	2
N#CCCN(C(=O)COC(=O)c1ccc(CNS(=O)(=O)c2ccc(F)c(Cl)c2)cc1)c1ccc(F)cc1
 : 23	8	6	16	-1	0	5	5
COC(=O)COc1ccc2c(-c3cccc([N+](=O)[O-])c3)cc(=O)oc2c1
 : -1	-5	-10	12	7	3	-1	5
Cn1c(SCC(=O)Nc2ccccc2)nnc1C(F)(F)F
 : -6	4	-8	4	-2	0	-10	7
O=C(NCC(=O)N(c1cccnc1)C(C(=O)NC1CCCC1)c1ccccc1F)c1ccco1 (stereo not drawn)
 : -1	15	-7	2	1	1	-10	6
CCCC1CCC(C(=O)Nn2c(C)nc3ccccc3c2=O)CC1 (stereo not drawn)
 : -13	-5	-10	6	3	1	-4	6
Cc1cccc(NS(=O)(=O)c2ccc(C(=O)N3CCCCCC3)cc2)c1C
 : 14	-19	-1	9	-4	1	-2	11
CCCNC(=O)COC(=O)c1cc(-c2ccc(OC)cc2)nc2ccccc12
 : 7	23	3	-399	5	-13	-2	13
O=C(c1ccco1)N1CCN(C(c2coc3ccc(Cl)cc3c2=O)c2nnnn2C2CCCC2)CC1 (stereo not drawn)
 : 12	6	10	16	4	-1	-2	9
Cc1c[nH]c2ccccc12
 : -5	0	4	4	3	-1	0	11
CN(C)c1nnnn1-c1cccc(Oc2ncc(C(F)(F)F)cc2Cl)c1
 : 3	3	36	-2	1	0	1	-8

Compounds as they come, and some 3.6% of all compounds hit somewhere here.
